IDE inh: inhibitors of human insulin-degrading enzyme in cells; P14735; AID 434962; HEK cells, FAbetaB cleavage, fluorescence polarization; inhibition, % at 5.59 µM; 0.41% of 320,000 active;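 active means percent inhibition above the average of all tested compounds plus 3 SD, set per screening campaign, cut at about 16% in these data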;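 further: IDE supplied by intact live HEK cells; FP after avidin binding of uncleaved biotin substrate so inhibition keeps polarization high; 0% = DMSO wells and 100% = 60 µM reference IDE inhibitor Ii1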
Target sequence (P14735 whole entry, looked up): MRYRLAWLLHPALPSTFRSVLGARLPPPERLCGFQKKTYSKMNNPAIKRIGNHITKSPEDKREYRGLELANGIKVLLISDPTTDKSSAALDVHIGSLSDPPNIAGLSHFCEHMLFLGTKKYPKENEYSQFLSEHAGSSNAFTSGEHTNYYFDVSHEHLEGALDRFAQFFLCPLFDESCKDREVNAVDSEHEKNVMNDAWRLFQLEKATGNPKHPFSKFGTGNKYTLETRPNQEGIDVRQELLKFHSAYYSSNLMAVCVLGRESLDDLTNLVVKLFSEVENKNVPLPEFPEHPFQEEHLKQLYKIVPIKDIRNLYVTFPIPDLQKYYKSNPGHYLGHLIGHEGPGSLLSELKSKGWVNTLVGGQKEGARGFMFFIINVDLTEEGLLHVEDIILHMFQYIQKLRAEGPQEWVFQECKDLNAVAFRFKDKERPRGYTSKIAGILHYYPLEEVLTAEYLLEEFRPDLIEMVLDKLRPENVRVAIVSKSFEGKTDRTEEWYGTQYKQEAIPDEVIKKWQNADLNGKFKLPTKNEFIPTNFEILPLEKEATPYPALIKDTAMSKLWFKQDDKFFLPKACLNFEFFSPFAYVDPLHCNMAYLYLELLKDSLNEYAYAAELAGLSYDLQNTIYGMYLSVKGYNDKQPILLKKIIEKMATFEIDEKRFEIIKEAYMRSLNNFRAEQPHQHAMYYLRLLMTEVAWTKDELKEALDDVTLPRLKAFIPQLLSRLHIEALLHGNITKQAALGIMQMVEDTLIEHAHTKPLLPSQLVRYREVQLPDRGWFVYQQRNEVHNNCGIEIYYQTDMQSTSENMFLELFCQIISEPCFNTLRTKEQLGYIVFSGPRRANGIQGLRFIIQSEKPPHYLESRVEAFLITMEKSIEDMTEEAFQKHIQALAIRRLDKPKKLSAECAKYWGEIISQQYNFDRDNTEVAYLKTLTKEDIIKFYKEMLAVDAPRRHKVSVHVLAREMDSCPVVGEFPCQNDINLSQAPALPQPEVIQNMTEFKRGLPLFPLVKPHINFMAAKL
IDE act: boosts human insulin-degrading enzyme activity in HEK cells; activation, % at 5.96 µM; 0.073% of 340,000 active; FAbeta-B cleavage, fluorescence polarization; 0% vehicle, 100% cell-free pure enzyme wells; P14735;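 active means activation above the mean of all tested compounds plus 3 SD, set per screening campaign, cut at about 17% in these data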
An asterisk follows results filed as active.

SMILES | IDE inh | IDE act
CC(Sc1nc2ccccc2c(=O)n1CC1CCCO1)C(=O)NC(C)c1ccccc1 (stereo unspecified) | 0 | 7
C[C@H]1CC[C@]2(O[C@H](CCO)C[C@H](O)[C@H]2O)O1 | 3 | -2
COc1cc(C(=O)OCC(=O)Nc2ccc(N3CCOCC3)cc2)ccc1OCC(C)C | 6 | 0
CCN(CC(=O)NCc1cccs1)S(=O)(=O)c1c(F)cccc1F | -1 | 1
O=C(NC1=NCCS1)c1cccc(Br)c1 | 3 | 2
CC(C)[C@H](NC(=O)OCc1ccccc1)C(=O)OCC(=O)N1CCN(c2ccc(F)cc2)CC1 | 0 | -1
Cc1ccc(NC(=O)COC(=O)CC2CC3CCC2C3)cc1S(=O)(=O)N1CCOCC1 (stereo unspecified) | 4 | 2
CCNc1nnc(SCC(=O)N2c3ccccc3NC(=O)CC2C)s1 (stereo unspecified) | -2 | 1
CC(c1ccc(F)cc1)n1cc(S(=O)(=O)N2CCCC2)ccc1=O (stereo unspecified) | -5 | -1
Cc1noc(C)c1CSCC(=O)Nc1nc2c(F)cc(F)cc2s1 | -10 | -2
CC1CCC2(CC1)NC(=O)N(CC(=O)Nc1cccc(S(=O)(=O)N3CCCC3)c1)C2=O (stereo unspecified) | 6 | 3
NCCCC[C@@H](C(=O)NCCCCCCCCCCC(=O)N1CCNCC1)n1cc(CCO)nn1 | 2 | 1
CC1(C)CC(=O)C=C(/C=C/c2ccccc2)C1 | 2 | -2
COc1ccc(C)cc1NC(=O)CSc1cccc[n+]1[O-] | -2 | 1
COC(=O)C1=C(C)N(Cc2ccccc2)C(=NCc2cccc(C(F)(F)F)c2)N[C@H]1c1cccc(C(F)(F)F)c1 | 5 | 29*
COc1cc2c(c(OC)c1CC=C(C)C)C[C@H](c1ccc(O)cc1O)CO2 | -1 | 5
CN(C(=O)Cn1cnc2ccccc2c1=O)C1CCS(=O)(=O)C1 (stereo unspecified) | 4 | 7
CCN(CC)S(=O)(=O)c1cc(NC(=O)CSc2nnc(N)s2)ccc1C | 1 | 2
O=S(=O)(c1ccc(SCc2ccc(Cl)cc2)nc1)N1CCCC1 | 1 | -3
O=C(COC(=O)C1CCC1)NCc1ccccc1 | 1 | -1
Cc1ccc(NC(=O)COC(=O)Cc2ccccc2)cc1S(=O)(=O)N1CCOCC1 | 6 | 1
Cc1cc(C)c(OCC(=O)NCC(c2ccco2)N2CCCCC2)c(C)c1 (stereo unspecified) | -1 | 2
CCc1ccccc1NC(=O)CNC(=O)CCNC(=O)Nc1ccccc1 | -2 | 4
CC(C)CNC(=O)C1CCN(S(=O)(=O)c2ccc3c(c2)OCCO3)CC1 | 4 | -3
COc1ccc(NCC(=O)Nc2cccc(S(=O)(=O)N3CCCC3)c2)cc1Cl | -1 | 1

(listing goes on)
SMILES | IDE inh | IDE act
Cc1ccc(CN2CC(C(=O)N3CCN(S(=O)(=O)c4c(F)cccc4F)CC3)CC2=O)cc1 (stereo unspecified) | 2 | 1
CN(C(=O)Cn1cc(C(F)(F)F)cc(Cl)c1=O)C1CCS(=O)(=O)C1 (stereo unspecified) | -2 | -2
COC(=O)c1sc(S(=O)(=O)N2CCN(c3ccccc3F)CC2)c(C(=O)OC)c1C | 3 | 5
CCN(Cc1ccccc1)C(=O)c1cccc(S(=O)(=O)N2CCN(c3ccc(F)cc3)CC2)c1 | 2 | -1
COCCn1c(C)cc(C(=O)COC(=O)C2CC(=O)N(CCc3ccc(OC)c(OC)c3)C2)c1C (stereo unspecified) | 4 | 1
O=C(CSc1ccccc1F)NCC1(N2CCCCC2)CCCCC1 | 3 | 8
COc1cc(-c2nnc3sc(Cc4ccc(Cl)cc4)nn23)cc(OC)c1OC | -1 | -2
COc1ccc(S(=O)(=O)Nc2cccc3c2O[C@H](CN(C)S(=O)(=O)c2cccs2)[C@@H](C)CN([C@H](C)CO)C3=O)cc1 | -1 | 1
CCOc1ccccc1NC(=O)CSc1nc(=O)n(CCCN2CCOCC2)c2c1CCCC2 | 0 | -4
O=C(CSc1ccccc1)Nc1nnc(-c2ccco2)o1 | 4 | 3
CC(=O)c1ccccc1NC(=O)C1CCCN(C(=O)c2ccc(Cl)cc2)C1 (stereo unspecified) | 3 | 2
COc1cccc(NC(=O)CN(C)C(=O)CSC(=S)N2CCCC2)c1 | -1 | 0
Cc1ccc(C)c(Sc2ccc(S(=O)(=O)Nc3ccc(C(=O)O)cc3)cc2)c1 | -1 | 5
Cc1nn(-c2ccccc2)c(C)c1C(=O)OCC(=O)N(C)c1ccccc1 | 0 | -1
O=C(Nc1ccccc1N1CCCC1)C1CCN(S(=O)(=O)c2ccc(F)cc2)CC1 | 4 | 5
COc1ccc(CNC(=O)COC(=O)c2sccc2C)cc1OC | 6 | 2
O=C(NCc1ccco1)c1cccc2c1C(=O)c1ccc(N3CCC(Cc4ccccc4)CC3)cc1S2(=O)=O | 46* | -17
CCC(C)Sc1ccc([C@@H]2[C@H]3C(=O)N(CC)C(=O)[C@H]3[C@]3(C(=O)OC)CCCN23)cc1OC (stereo partly specified) | -1 | 3
O=C(COc1ccccc1[N+](=O)[O-])Nc1cccc(S(=O)(=O)NC2=NCCCCC2)c1 | -13 | 3
CCC1(c2ccc(F)cc2)NC(=O)N(CC(=O)N2CCc3ccccc32)C1=O (stereo unspecified) | 0 | -1
CCN(C(=O)COC(=O)c1ccccc1O)c1cccc2ccccc12 | -3 | 2
CC(=O)c1ccc(S(=O)(=O)N2CCN(C(=O)c3ccccc3Cc3ccccc3)CC2)cc1 | 3 | -2
CC(=O)Nc1ccc(C=NNC(=O)c2ccc(NS(=O)(=O)c3cccs3)cc2)cc1 | -2 | 1
CC1CCCCC12NC(=O)N(CC(=O)Nc1cccc(S(=O)(=O)N3CCCCC3)c1)C2=O (stereo unspecified) | 1 | 5
Cc1ccc(OCCCCCCN2CCNCC2)c(Br)c1 | 2 | 4

Additional compounds
SMILES | IDE inh | IDE act
Cc1ccc(NC(=O)COC(=O)CC2SC(N3CCCC3)=NC2=O)cc1 (stereo unspecified) | 0 | 3
CC1CCN(S(=O)(=O)c2ccc(C(=O)Nc3ccccn3)cc2)CC1 | -2 | 7
COc1ccc(CC(=O)N(CCC2=CCCCC2)c2c(N)n(Cc3ccccc3)c(=O)[nH]c2=O)cc1OC | 7 | -1
CC1(C)CC[C@]2(CO)CC[C@]3(C)C(=CCC4[C@@]5(C)CC[C@H](O)[C@@](C)(CO)C5CC[C@]43C)[C@@H]2C1 (stereo partly specified) | 9 | 2
COc1ccc(-c2cn(Cc3ccc(C(N)=O)cc3)c(-c3ccncc3)n2)cc1 | 3 | 4
CCCCC1CCC(C(=O)OCC(=O)N(CCOC)c2c(N)n(Cc3ccccc3)c(=O)[nH]c2=O)CC1 (stereo unspecified) | 3 | 2
CC1CCCCC12NC(=O)N(CC(=O)NCc1ccccc1)C2=O (stereo unspecified) | 3 | 3
C=CC[C@H](CC(=O)N(CCO)Cc1ccccc1)C(=O)N[C@H](COC(=O)[C@@H](CC=C)CC(=O)OC(C)(C)C)Cc1c[nH]c2ccccc12 | 0 | 8
O=C1CN(C(=O)COC(=O)CCc2ccccc2O)c2ccccc2N1 | 3 | 6
Cc1c(-c2ccccc2)cnc2c(C)cccc12 | 2 | 6
Cc1noc(C)c1COc1ccccc1C(=O)NCc1ccccc1Cl | 1 | -2
OCC[C@@H]1C[C@H](O)[C@@H](O)[C@]2(CCCO2)O1 | 1 | 3
CCOC(=O)c1c(NC(=O)CSc2nnnn2-c2ccccc2OCC)sc2c1CC(C)(C)NC2(C)C | 0 | 0
Oc1cccnc1SCc1ccccc1 | 5 | 9
CCOc1ncccc1C(=O)OCc1csc(CC(=O)Nc2ccccc2C)n1 | 0 | -1
CC(OC(=O)c1ncc(Cl)c(Cl)c1Cl)C(=O)NC1(C#N)CCCCC1 (stereo unspecified) | 8 | 5
Cc1ccc(S(=O)(=O)NCCC(=O)NNC(=O)c2ccccc2O)cc1C | 4 | 6
CC1(C)CC(=O)C(CO)=C(c2cccc3ccccc23)C1=O | 7 | -2
Cc1ccc(C(=O)OCC(=O)NCCc2ccccc2)cc1C | 0 | 1
CCCCCN(C(=O)CCC(=O)OCCOc1ccccc1)c1c(N)n(CCCC)c(=O)[nH]c1=O | 3 | 1
Cn1c(N)c(C(=O)COC(=O)c2cccc(S(=O)(=O)NCc3ccccc3)c2)c(=O)n(C)c1=O | 0 | 2
Cc1ccc(C(=O)OC(C)C(=O)Nc2ccc(S(N)(=O)=O)cc2)cc1S(=O)(=O)N1CCOCC1 (stereo unspecified) | 10 | 1
O=C(CN1C(=O)NC2(CCCC2)C1=O)OCc1ccccc1 | -1 | 3
CN(C(=O)COC(=O)c1ccc(Br)o1)c1c(N)n(Cc2ccccc2)c(=O)[nH]c1=O | 5 | 6
Cc1ccc(S(=O)(=O)Nc2ccccc2F)cc1C(=O)NCc1ccco1 | 1 | 2

In a second layout: entries from further up
canonical_smiles,IDE inh,IDE act
Cc1noc(C)c1COc1ccccc1C(=O)NCc1ccccc1Cl,1,-2
OCC[C@@H]1C[C@H](O)[C@@H](O)[C@]2(CCCO2)O1,1,3
CCOC(=O)c1c(NC(=O)CSc2nnnn2-c2ccccc2OCC)sc2c1CC(C)(C)NC2(C)C,0,0
Oc1cccnc1SCc1ccccc1,5,9
CCOc1ncccc1C(=O)OCc1csc(CC(=O)Nc2ccccc2C)n1,0,-1
CC(OC(=O)c1ncc(Cl)c(Cl)c1Cl)C(=O)NC1(C#N)CCCCC1 (stereo unspecified),8,5
Cc1ccc(S(=O)(=O)NCCC(=O)NNC(=O)c2ccccc2O)cc1C,4,6
CC1(C)CC(=O)C(CO)=C(c2cccc3ccccc23)C1=O,7,-2
Cc1ccc(C(=O)OCC(=O)NCCc2ccccc2)cc1C,0,1
CCCCCN(C(=O)CCC(=O)OCCOc1ccccc1)c1c(N)n(CCCC)c(=O)[nH]c1=O,3,1
Cn1c(N)c(C(=O)COC(=O)c2cccc(S(=O)(=O)NCc3ccccc3)c2)c(=O)n(C)c1=O,0,2
Cc1ccc(C(=O)OC(C)C(=O)Nc2ccc(S(N)(=O)=O)cc2)cc1S(=O)(=O)N1CCOCC1 (stereo unspecified),10,1
O=C(CN1C(=O)NC2(CCCC2)C1=O)OCc1ccccc1,-1,3
CN(C(=O)COC(=O)c1ccc(Br)o1)c1c(N)n(Cc2ccccc2)c(=O)[nH]c1=O,5,6
Cc1ccc(S(=O)(=O)Nc2ccccc2F)cc1C(=O)NCc1ccco1,1,2

The list continues:
SMILES | IDE inh | IDE act
CCCCn1c(N)c(N(CCC(C)C)C(=O)C2CC(=O)N(c3ccc(OC)cc3OC)C2)c(=O)[nH]c1=O (stereo unspecified) | 3 | -2
COc1cccc(C(=O)OCC(=O)NCc2ccc3c(c2)OCO3)c1OC | 3 | 6
C[C@@]12CC[C@H]3OC(=O)C=C3C1CC[C@@]13CC(CCC12)[C@](CO)(O[C@H]1O[C@H](CO)[C@@H](O)[C@H](O)[C@H]1O)C3 (stereo partly specified) | 6 | 2
CN(CC(=O)Nc1ccccc1Cl)C(=O)c1ccccc1SCC(=O)N1CCCC1 | -1 | 2
COc1ccc(N(C)S(=O)(=O)c2cccc(C(=O)NCC(c3ccco3)N3CCCC3)c2)cc1 (stereo unspecified) | 4 | 4
Cc1ccc(NC(=O)CN(C)CC(=O)N(CC(C)C)c2c(N)n(CC(C)C)c(=O)[nH]c2=O)c(C)c1 | 0 | 4
CC(C)CCC[C@@H](C)[C@H]1CC[C@H]2[C@@H]3C(=O)C=C4C[C@@H](O)CC[C@]4(C)[C@H]3CC[C@]12C | 0 | 1
O=C(Nc1cccc(F)c1)c1cc(S(=O)(=O)N2CCOCC2)ccc1N1CCCC1 | 4 | 3
COc1ccc(OC)c(NC(=O)CSc2nc3[nH]c(=O)cc(O)c3s2)c1 | 1 | -5
CC(=O)c1ccc(N(CC(=O)Nc2cc(C)on2)S(=O)(=O)c2ccc(C)cc2)cc1 | 5 | -1
CN(C(=O)COC(=O)CCCc1c[nH]c2ccccc12)c1c(N)n(Cc2ccccc2)c(=O)[nH]c1=O | -7 | 5
Cc1ccc(S(=O)(=O)CCC(=O)OCC(=O)c2cc(C)ccc2C)cc1 | -3 | 2
COc1ccc(S(=O)(=O)N(C)C[C@@H]2Oc3c(NS(C)(=O)=O)cccc3C(=O)N([C@@H](C)CO)C[C@H]2C)cc1 | 1 | 2
c1ccc2c(c1)CCCc1cc(NCCN3CCOCC3)nnc1-2 | -5 | 3
CCC(C)Sc1ccc([C@@H]2[C@@H]3C(=O)N(CC)C(=O)[C@@H]3[C@]3(C(=O)OC)CCCCN23)cc1 (stereo partly specified) | -3 | 7
C#CCOCCOCCOCCNc1nc(N2CCN(C(=O)[C@H]([C@@H](C)CC)n3cc(CCCCN)nn3)CC2)nc(N2CCN(C(=O)[C@H](CCCCN)n3cc(CCCC)nn3)CC2)n1 | -3 | -1
C[C@@H](OC(=O)c1[nH]cnc1C(=O)N1CCc2ccccc2C1)c1ccccc1 | 4 | 3
Cc1[nH]c(SCC(=O)c2c(N)n(C)c(=O)n(C)c2=O)nc1Cc1ccccc1 | 4 | -1
CN(C)c1cccc(C(=O)Nc2ccc(S(=O)(=O)Nc3nccs3)cc2)c1 | 7 | -1

Screens (PubChem BioAssay)

These rows are one share of the data; rates above refer to the full screens.
